Pf apPOL block – Pf-apPOL inhibitors, biochemical, fluorescence; Recombinant Pf-apPOL, molecular beacon fluorescence, 1.5 h; Plasmodium falciparum apicoplast DNA polymerase (apPOL); AID 1794808, 2022; 210,000 compounds, 0.25% hits; inhibition, % at 10 µM
mHTT CaM bind – mutant huntingtin-calmodulin interaction inhibitors – biochemical, AlphaScreen, primary screen; AlphaScreen His-mHTT/GST-CaM binding, luminescence; P42858; inhibition, % at 15 µM; 190,000 compounds, 3.6% hits;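 further: 0% = both proteins with DMSO and 100% = one protein alone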
Starred values were filed as active, the others as inactive; / = no result given; & = joins results of further samples. No stated cut-off is given here; in the data, active means inhibition above about 50%; inactive means the rest.

SMILES	Pf apPOL block	mHTT CaM bind
CCOc1ccc(S(=O)(=O)N2CC3CC(NC(=O)c4ccccc4)C2C3)cc1 (stereo not drawn)	-20	0
C=C1C2(C(=O)Nc3ccc(Cl)cn3)CCC(C2)C1(C)C (stereo not drawn)	-4	-1
O=C1c2cc(Cl)c(Cl)cc2C(=O)N1c1ccc(F)cc1	2	4
CCC(CC)NC(=O)CC1Sc2ccccc2NC1=O (stereo not drawn)	-4	-4
CCCNC(=O)ON=Cc1csc([N+](=O)[O-])c1	-24	/
CN(C)S(=O)(=O)Oc1cccc(F)c1OS(=O)(=O)N(C)C	-12	/
O=C1C=C(NCC2CCCO2)C2(CCCCC2)O1 (stereo not drawn)	-1	2
Nc1c(C(=O)NCC2CCCO2)sc2ccc(S(=O)(=O)N3CCCCC3)cc12 (stereo not drawn)	-53	13
COc1cccc(C=C2Oc3c(ccc(O)c3CN3CCCC(C)C3)C2=O)c1OC (stereo not drawn)	-7	28
COC(=O)C1=C(NC(C)=O)CCC(C(=O)OC)C1 (stereo not drawn)	2	/
NS(=O)(=O)c1ccc(CCNC(=O)C(=O)NC2CCCC2)cc1	-9	-10
O=C(Cc1ccccc1F)N1CCCn2nc(-c3cccs3)cc2C1	-3	9
Cc1cccc(N2C(=O)c3cccnc3C2=O)c1C	1	16
CCCc1nc(-c2c(C)cc(C)nc2NC(=O)c2ccc(F)cc2F)no1	-2	2
COc1cccc(/C=C2\SC(=O)N(c3ccc(Cl)cc3)C2=O)c1O	-6	-3
O=C1C=C(NCCc2ccc(Cl)cc2)C2(CCCCC2)O1	-1	-7
NCc1cccc(Oc2ccccc2)c1	-13	-5
O=C(Sc1ccc(Cl)cc1)c1ccc(C#Cc2ccccc2)o1	6	/
CCN(CC)C(=O)c1sc2nc3c(cc2c1N)CCC3	-3	-2
O=C(Nc1ccc2c(c1)C(=O)NCC2)c1cccc(Br)c1	-12	-8
Cc1cccc(CN2CCCCC2c2nc(-c3cccnc3)no2)c1 (stereo not drawn)	-1	3
CC1CCN(c2nn(CC(=O)Nc3ccc(F)cc3)c(=O)c3ccccc23)CC1	1	18
O=C(C1CC1)N1CCc2cc(S(=O)(=O)Nc3cccc(Cl)c3)ccc21	1	4
Cc1cc(NC(=O)C(=O)NCC2CCN(Cc3cccs3)CC2)c2ccccc2n1	-5	-12
COc1ccc(-n2nc(C(=O)N3CCCCC3)c3ccccc3c2=O)c(OC)c1	-5	-4
CC(=O)CSc1nc(SCC(C)=O)c2c3c(sc2n1)CCC3	-1	/
CS(=O)(=O)N(CC(=O)NCc1ccccn1)c1ccc(Oc2ccccc2)cc1	-12	3
O=C(C(Sc1ccccc1)c1ccccc1)N1CCN(c2ccccc2)CC1 (stereo not drawn)	-4	-3
COC(=O)c1c(C)[nH]c(C)c1C(=O)c1ccccc1Cc1ccccc1	-4	/
Cc1ccc(Nc2ccc(NC(=O)c3c(F)cccc3Cl)cc2)nn1	-7	-9
COCCNC(=O)c1ccc2c(c1)nc(C)n2-c1cccc(Cl)c1	-3	5
Cc1ccc(C2CC(=O)C3=C(C2)Nc2ccccc2NC3c2ccncc2)cc1 (stereo not drawn)	-6&2	10&16
CC(=O)Nc1ccc(N=Cc2c(C)c(C#N)c(=O)n(C)c2O)cc1	-10	-2
COC(=O)c1ccsc1NC(=O)CSc1ccc(F)cc1	-9	-77
CCC(=O)NCCc1csc(C2CCN(C(=O)c3ccccc3Cl)CC2)n1	3	13
O=C1CC(NS(=O)(=O)c2ccc([N+](=O)[O-])cc2)CN1c1ccc(Cl)cc1 (stereo not drawn)	-12	-6
Cc1cccc(C2CCCN2C(=O)Nc2ccccc2)c1 (stereo not drawn)	0	-7
O=C1CN(S(=O)(=O)c2cccc([N+](=O)[O-])c2)CC(=O)N1	-2	4
COc1cc(NC(=O)c2cc3c(CO)cnc(C)c3oc2=N)cc(OC)c1	0	1
O=c1c2cn[nH]c2nc(SCc2ccc(F)cc2)n1-c1ccc(Cl)cc1	-2	28
O=C(NCc1nc(-c2ccccc2)no1)c1ccc(Cn2ccnc2)cc1	-9	4
CC(C)c1ccc(N2CCN(CC(=O)N3CCn4c3nc3ccccc34)C2=O)cc1	0	0
Cc1ccc(-c2cc(C(F)(F)F)n3ncc(C(=O)Nc4ccc(C#N)cc4)c3n2)cc1	2	1
O=C(O)c1cnn2c(C(F)(F)F)cc(-c3ccc(Br)cc3)nc12	-5	-3
CCN1c2ccccc2C(=O)NC12CCN(C(=O)Cc1ccc(OC)cc1)CC2	-5	19
COc1ccc2c(N3CCC(C(=O)NCc4ccc(F)cc4)CC3)c(C#N)cnc2c1	2	3
Cc1ccc(Nc2ccc(NS(=O)(=O)c3cc(F)ccc3C)cc2)nn1	-6	0
COc1ccc(-n2nc3c(c2NC(=O)c2ccc(Br)cc2)CS(=O)C3)cc1 (stereo not drawn)	0	9
CCOc1ccccc1CNC1CCN(c2ccc(C(=O)NC3CC3)cn2)C1 (stereo not drawn)	0	0
O=C1C(=Cc2ccncc2)Oc2c1ccc1c2CN(Cc2ccc3c(c2)OCO3)CO1	32	1

Complete entries, quoted from the list.
O=C(NCc1nc(-c2ccccc2)no1)c1ccc(Cn2ccnc2)cc1 is listed with Pf apPOL block = -9; mHTT CaM bind = 4
O=C1C(=Cc2ccncc2)Oc2c1ccc1c2CN(Cc2ccc3c(c2)OCO3)CO1 is listed with Pf apPOL block = 32; mHTT CaM bind = 1

Continued.
SMILES	Pf apPOL block	mHTT CaM bind
CCc1ccc(CNC(=O)c2cnn3c4c(cnc23)CCCC4)cc1	-2	25
CC(CN1CCOCC1)C(=O)O (stereo not drawn)	-1	-3
Cc1ccccc1OCC(=O)Nc1cc(Oc2cncc(Cl)c2)cc([N+](=O)[O-])c1	4	9
O=C(CNC(=O)c1ccccc1F)c1ccc(Br)cc1	0	/
COc1ccc(Cl)cc1NC(=O)c1nn(C)cc1[N+](=O)[O-]	3	6
Cc1nc2cc(N3CC(C(=O)Nc4ccc(C)c(Cl)c4)CC3=O)ccc2o1 (stereo not drawn)	-4	-2
COc1cc(-n2cnc3cc(C(=O)NCc4cccnc4)ccc32)cc(OC)c1OC	-5	4
COc1ccc(C)cc1NC(=O)C1CCCN(C(=O)c2cccc(C(F)(F)F)c2)C1 (stereo not drawn)	4	33
CCOc1ccc(NC(=O)CS(=O)(=O)c2cn(C)c3ccccc23)cc1	4	6
CC1(C)CC(=O)C2=C(C1)NC(SCC(=O)N1CCOCC1)=C(C#N)C2c1ccco1 (stereo not drawn)	-5	-7

Part of the list above, in markdown:
| SMILES | Pf apPOL block | mHTT CaM bind |
| --- | --- | --- |
| O=C1C=C(NCC2CCCO2)C2(CCCCC2)O1 (stereo not drawn) | -1 | 2 |
| Nc1c(C(=O)NCC2CCCO2)sc2ccc(S(=O)(=O)N3CCCCC3)cc12 (stereo not drawn) | -53 | 13 |
| COc1cccc(C=C2Oc3c(ccc(O)c3CN3CCCC(C)C3)C2=O)c1OC (stereo not drawn) | -7 | 28 |
| COC(=O)C1=C(NC(C)=O)CCC(C(=O)OC)C1 (stereo not drawn) | 2 | / |

Further entries:
SMILES	Pf apPOL block	mHTT CaM bind
Cc1ccc(NC(=O)N2CCCC2C(=O)NCc2csc(-c3ccccc3)n2)cc1C (stereo not drawn)	-2	2
COc1ccc(C2(C(N)=O)CCCC2)cc1OC	-10	-5
O=C1CC2([N+](=O)[O-])CN(CCO)CC([N+](=O)[O-])(C1)C2	0	-4
COc1ccc(C(=O)NCC2CC(=O)N(Cc3ccccc3)C2)cc1 (stereo not drawn)	-14	-15
COc1ccc(NC(=O)c2c(C)sc3c(C)c(C)[nH]c23)cc1	26	54*
CCN=C1SC(CC(=O)Nc2cccc(C(F)(F)F)c2)C(=O)N1CC (stereo not drawn)	-2	-3
Cc1cccc2nnc(N3CCCC(C(=O)Nc4ccc(N5CCOCC5)cc4)C3)n12 (stereo not drawn)	4	19
COc1ccc(C2CC(c3ccccc3O)=NC3(CCN(C(C)=O)CC3)N2)cc1 (stereo not drawn)	-7	48
CCN(C)C(=O)CCc1nnc(-c2ccc(F)c(Cl)c2)[nH]c1=O	0	28
O=[N+]([O-])c1cccc(-c2noc(-c3c(F)cccc3F)n2)c1	-2	/

Sorted by length of the SMILES (highest first): part of the list above.
SMILES	Pf apPOL block	mHTT CaM bind
O=C1CC2([N+](=O)[O-])CN(CCO)CC([N+](=O)[O-])(C1)C2	0	-4
O=[N+]([O-])c1cccc(-c2noc(-c3c(F)cccc3F)n2)c1	-2	/
CCN=C1SC(CC(=O)Nc2cccc(C(F)(F)F)c2)C(=O)N1CC (stereo not drawn)	-2	-3
COc1ccc(C(=O)NCC2CC(=O)N(Cc3ccccc3)C2)cc1 (stereo not drawn)	-14	-15

Other compounds follow.
SMILES	Pf apPOL block	mHTT CaM bind
O=C(Nc1nc2nccc(-c3ccccc3)n2n1)c1cccc([N+](=O)[O-])c1	0	-1
Cc1ccc(/C=C/C(=O)Nc2ccc(O)c3c(=O)cc(-c4ccccc4Cl)oc23)cc1	-2	13
CCC(=O)N1CCc2cc(C(=O)N(C)C)ccc21	-3	-2
Cc1ccc([N+](=O)[O-])cc1NC(=O)c1ccc(S(=O)(=O)c2ccc(Cl)cc2)cc1	-8	9
O=C(c1cc2nc(-c3ccc([N+](=O)[O-])cc3)cc(C(F)(F)F)n2n1)N1CCCC1	0	-2
CCOc1ccc(-n2cc(C(=O)N(C)C3CCCCC3)c3cc(OC)c(OC)cc3c2=O)cc1	-79	27
CCc1nc2cccnc2n1C1CCN(C(=O)Nc2ccccc2)C1 (stereo not drawn)	1	6
O=C(Nc1ccc(N2CCCCC2)cc1)c1ccccc1[N+](=O)[O-]	-30	20
Cc1nc2ccccc2c(=O)n1-c1cccc(NC(=O)c2ccccc2Br)c1	-8	4
Cc1cccc(C(=O)N2CCN(c3cccc(Br)c3)C(=O)C2C)c1 (stereo not drawn)	-5	9
O=C(/C=C/c1ccc2c(c1)OCO2)Nc1c2c(nn1-c1ccc(F)cc1)CSC2	-3	23
CCc1ccc(N2CC(C(=O)Nc3ccc(Br)cc3)CC2=O)cc1 (stereo not drawn)	-1	7
O=C(Nc1ccc(Cl)cc1)C(=O)NC1CC1	4	0
COC(=O)C=C(Nc1cc(OC)ccc1OC)C(=O)OC	1	/
O=[N+]([O-])c1ccc(-c2cnc(NO)nc2)cc1	-2	16
COc1ccccc1CC(=O)Nc1cccc(C(=O)NC(C)(C)C)c1	-2	-5
COc1cccc(C2N(c3ccc(Cl)c(Cl)c3)C(=O)C3CCCN32)c1OC (stereo not drawn)	-4	100*
COc1ccccc1N(C)c1cc2c(c3c1ccn3C)C1CCC2O1 (stereo not drawn)	-2	67*
Cc1cc(C)n(-c2ccc(C(=O)N3CCN(c4ccc(C(F)(F)F)cn4)CC3)nn2)n1	-7	-10
COc1ccc2cc([C@H](C)C(=O)OCc3cn(CC(=O)c4ccc(O)cc4)nn3)ccc2c1	8	29

From PubChem
